# Screening data: PubChem, Broad Institute
# ERp5 inh: blocks human ERp5 reductase activity on insulin; AID 651711; inhibition, % at 9.99 µM; actives 0.05% (n = 350,000); Q15084; ERp5 insulin aggregation, absorbance 650 nm, 90 min;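 active means mean replicate inhibition above about 25%, with every replicate also reaching it, limit read from the data, passing the limit was not always enough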
# Target sequence (Q15084 whole entry, looked up): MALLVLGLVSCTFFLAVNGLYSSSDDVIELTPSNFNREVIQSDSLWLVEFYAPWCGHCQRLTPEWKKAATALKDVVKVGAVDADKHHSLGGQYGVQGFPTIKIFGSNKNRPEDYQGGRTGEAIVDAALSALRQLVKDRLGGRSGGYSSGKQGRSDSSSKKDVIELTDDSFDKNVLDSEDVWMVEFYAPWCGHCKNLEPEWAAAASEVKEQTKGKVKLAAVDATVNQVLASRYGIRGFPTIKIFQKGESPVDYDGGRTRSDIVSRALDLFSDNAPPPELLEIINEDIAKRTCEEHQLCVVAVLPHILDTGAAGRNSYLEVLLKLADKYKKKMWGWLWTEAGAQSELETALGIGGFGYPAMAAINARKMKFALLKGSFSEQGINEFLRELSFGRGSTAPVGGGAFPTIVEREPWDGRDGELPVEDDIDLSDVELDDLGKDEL
# esBAF inh: blocks esBAF chromatin remodeling in mouse ES cells | Bmi1-luciferase knock-in reporter, 24 h; 100% = twice the neutral-well signal | reporter increase, % at 12.5 µM | actives 2% (n = 350,000) | AID 602393; in the data active means activation above about 40%;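 further: 0% = median of the plate's neutral control wells and 100% = double that signal; a rise in the Bmi1 reporter signal indicates esBAF inhibition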
# RAD54 inh: inhibitors of human RAD54 branch migration. actives 0.14% (n = 360,000). RAD54 Holliday junction branch migration, FAM/BHQ fluorescence. Q92698. inhibition, % at 10.4 µM;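 active means mean normalized replicate activity at least 40 and at least half of replicates scoring 40 or more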;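 further: 0% = median of neutral control wells and 100% = median of positive control wells; inhibitors cause a drop in the FAM fluorescence signal; in these data hits start at about 50%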
# RAD52 anneal inh: inhibitors of human RAD52 DNA annealing. P43351. recombinant RAD52 DNA annealing, FRET fluorescence. inhibition, % at 18.7 µM. actives 0.46% (n = 360,000);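 active means every replicate showing at least 50% inhibition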
# E-selectin induc: induces E-selectin expression in human endothelial cells; P16581; HUVEC E-selectin immunofluorescence imaging; normalized: neutral wells 0, TNF-alpha wells 100; activation, % at 7.58 µM; actives 0.37% (n = 260,000); AID 686992;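 active means mean E-selectin-positive cell signal at least 10% of the positive control, reached in at least 60% of replicates, without over 20% cell loss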;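 further: in these data hits start at about 27%; measured in HUVEC primary endothelial cells; signal is the percent of cells scored E-selectin positive by PE staining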
# Target sequence (P16581 whole entry, looked up): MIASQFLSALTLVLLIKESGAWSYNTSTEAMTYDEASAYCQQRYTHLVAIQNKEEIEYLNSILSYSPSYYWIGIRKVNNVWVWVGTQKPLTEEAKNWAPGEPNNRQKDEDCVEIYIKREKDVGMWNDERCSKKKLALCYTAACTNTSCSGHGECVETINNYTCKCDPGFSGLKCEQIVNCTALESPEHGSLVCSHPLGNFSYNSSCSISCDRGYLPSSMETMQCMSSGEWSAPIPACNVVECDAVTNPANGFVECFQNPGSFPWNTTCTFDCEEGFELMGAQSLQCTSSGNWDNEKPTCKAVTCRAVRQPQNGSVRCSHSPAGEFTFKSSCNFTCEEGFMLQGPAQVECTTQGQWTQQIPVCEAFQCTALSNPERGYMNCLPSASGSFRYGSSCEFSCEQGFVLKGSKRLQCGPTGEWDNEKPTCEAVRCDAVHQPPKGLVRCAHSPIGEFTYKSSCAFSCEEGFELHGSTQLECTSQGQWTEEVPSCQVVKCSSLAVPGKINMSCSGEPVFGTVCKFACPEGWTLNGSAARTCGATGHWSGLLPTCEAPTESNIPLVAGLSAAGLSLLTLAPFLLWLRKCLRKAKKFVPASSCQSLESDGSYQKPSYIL
#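 System: HUVEC / Compound: single concentration / Signal: immunofluorescence imaging / Read-out: percent E-selectin-positive cells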
# ARNT TACC3 PPI: disruptors of human ARNT/TACC3 interaction | AID 623870 | AlphaScreen His-ARNT PAS-B/GST-TACC3 binding, luminescence; TACC3 fragment carries E629A point mutation | Q9Y6A5 | inhibition, % at 9.99 µM | actives 0.66% (n = 390,000);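 active means mean inhibition of replicates at least 50% and at least half of replicates each reaching 50%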;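 further: 0% = complete ARNT plus TACC3 wells and 100% = ARNT alone without TACC3; many hits fall short of the cut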
# CASP6 VEID inh: inhibitors of human caspase-6; inhibition, % at 12.5 µM; P55212; AID 686996; actives 0.53% (n = 350,000); purified caspase-6, Z-VEID-R110 cleavage fluorescence;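 active means mean inhibition across replicates at least about 35%, with every replicate also reaching that limit, limit read from the data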;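 further: 0% = median of neutral control wells and 100% = no fluorescence left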
# PglD inh: blocks C. jejuni PglD acetyltransferase activity | purified PglD enzyme, DTNB colorimetric CoA detection | inhibition, % at 12.5 µM | actives 0.098% (n = 360,000) | AID 602405; in the data active means inhibition above about 16%, passing the limit was not always enough; further: strong numbers were not always called active
# Active calls of the source: *; / = not tested or not shown; & = joins results of further samples.
SMILES,ERp5 inh,esBAF inh,RAD54 inh,RAD52 anneal inh,E-selectin induc,ARNT TACC3 PPI,CASP6 VEID inh,PglD inh
CC[n+]1ccc(C)c2cc(SC(F)(F)F)ccc21,/,-4,-8,/,/,0,/,-2
CC(=O)C1CCC2C3CCC4=CC(=O)C=CC4(C)C3C(=O)CC12C (centres undefined),-3,-10,0,-2,-0.1,-4,0,-6
Cc1cc2ccccn2c1C(=O)c1cccc([N+](=O)[O-])c1,0,/,/,-17,8.5,8,-2,/
O=C(C[C@@H]1C[C@H]2c3cc(NC(=O)CC4CC4)ccc3O[C@H]2[C@@H](CO)O1)NCc1ccccn1,-1,4,9,-17,0.4,2,-5,-3
Cc1ccccc1NC(=O)COC(=O)C1CC2CCCC(C1)C2=O (centres undefined),12,-5,1,-3,/,3,0,2
O=C(CCC(=O)OCC(F)(F)C(F)F)Nc1ccc(F)cc1F,0,-4,2,-7,1.3,0,-2,-7
CCCNC(=O)C[C@@H]1CC[C@@H]2[C@@H](COc3ccc(NC(=O)c4ccc(Cl)cc4)cc3C(=O)N2C)O1,1,1,-9,7,0.0,-11,-1,3
CCc1ccc(NC(=O)NNC(=O)CCc2ccccc2)cc1,-6,-16,-3,-2,-0.2,-8,-2,0
COc1cccc(-n2nnc3c(=O)n(CC(=O)Nc4ccc(C)cc4)cnc32)c1,3,/,/,5,/,2,-2,/
COC(=O)c1ccc(NC(=S)NCCCN2CCCC2=O)cc1,-3,0,-2,-16,4.9,-2,-3,4
CCCCOCC(O)CCc1n[nH]c(=S)n1-c1ccccc1 (centres undefined),2,/,/,4,/,-8,-3,/
CCCCC(=O)N(C)c1c(CC)nc2c(OCCOC)cccn12,6,-2,-2,-23,-0.8,/,3,-3
CC(C)NC(=O)Nc1cccc2c1O[C@H](CN(C)C(=O)Nc1cccc3ccccc13)[C@H](C)CN([C@H](C)CO)C2=O,0,3,4,0,-0.2,1,3,-1
COc1ccccc1-c1cnc2c(c1)C(=O)N([C@H](C)CO)C[C@@H](C)[C@@H](CN(C)Cc1cccc(F)c1)O2,1,-4,-4,3,-0.2,5,-2,0
COc1ccc([C@@H]2C[C@@H](c3ccccc3)Oc3cc(C)cc(C)c32)cc1,-7,-16,-15,-15,0.0,-13,-1,2
C=CCn1c(COc2ccc(Cl)cc2)nnc1SCC(=O)N1CC(=O)Nc2ccccc21,/,-2,-6,/,/,-6,/,-2
CCc1ccc(CN(C)C(C)C(=O)Nc2ccc(S(=O)(=O)N3CCCC3)cc2)cc1 (centres undefined),5,8,-1,20,0.1,-4,1,3
Cc1ccc(-c2nnn(CC(=O)N(c3ccccc3)C(C(=O)NC3CCCC3)c3ccco3)n2)o1 (centres undefined),/,4,-3,/,/,-4,/,-2
Cc1ccc2nc(SC(C)C(=O)N3CCCC3)[nH]c2c1 (centres undefined),/,20,5,/,/,0,/,3
C[C@H]1CN([C@@H](C)CO)C(=O)Cc2cc(NC(=O)Nc3cccc4ccccc34)ccc2O[C@H]1CN(C)C(=O)Nc1cccc2ccccc12,26*,0,6,6,11,2,/,-2
Cc1csc2ncc(C(=O)NCc3ccccc3Cl)c(=O)n12,5,-5,-1,-6,-0.8,-5,-2,-3
Cc1cccc2c1-c1sc(C(=O)N3CCc4ccccc4C3)cc1CO2,0,0,12,-9,2.8,-12,-1,-3
CC(=O)N[C@@H](Cc1c[nH]c2ccccc12)C(=O)OCC(=O)Nc1ccc(Cl)c(S(=O)(=O)N(C)C)c1,3,/,/,-12,-0.1,/,0,/
O=S(=O)(c1ccc2c(c1)OCCO2)N1CCN(S(=O)(=O)c2ccco2)CC1,-8,-6,12,-11,1.4,-4,0,3
COc1cccc(S(=O)(=O)N[C@@H]2C=C[C@@H](CC(=O)NCc3ccncc3)O[C@H]2CO)c1,0,-3,5,2,0.0,-11,-2,-4
c1ccc(-c2csc(N3CCSCC3)n2)cc1,-1,/,/,-3,/,1,1,/
Cc1noc(C)c1S(=O)(=O)N(C)C[C@H]1Oc2ccc(NC(=O)C3CC3)cc2CC(=O)N([C@H](C)CO)C[C@@H]1C,4,3,-4,16,-0.2,3,-1,-1
CCOc1cccc2cc(C(=O)N3CCc4ccccc43)c(=O)oc12,/,16,-13,/,/,-5,/,-1
Nc1ccc2c(c1)Oc1ccccc1C=C2,4,/,/,-20,3.8,2,0,/
CC(=O)C1=C(C)Nc2ncnn2C1c1ccc(Cl)cc1 (centres undefined),/,-3,3,/,/,-1,/,4
C/C=C/c1ccc(C2[C@H]3CNC[C@@H]2N3Cc2ccccc2OC)cc1 (some centres undefined),2&-1,/,/,-5&3,0.6&0.2,/,-1&1,/
COC(=O)c1cc(CSc2ncnc3sccc23)oc1C,-7,12,-14,-34,0.0,-6,-1,-5
COc1ccc(-c2noc(C3CCCN(C(=O)c4ccccc4OC)C3)n2)cc1 (centres undefined),2,16,-6,-6,/,3,1,7
CCOC(=O)CNC(=O)Cn1c(C)cc2ccccc2c1=O,/,-3,3,/,/,-1,/,-6
COc1ccc(-c2cc(C(F)(F)F)n3nc(C(N)=O)cc3n2)cc1,-6,-8,-5,-51,-0.2,/,4,-1
CC(=O)Nc1ccc(/C=N/Nc2ccc(C(=O)c3c(C)cc4ccccn34)cc2[N+](=O)[O-])cc1,1,/,/,-7,-0.2,-1,0,/
COc1ccc(C(=O)CSc2nc3nc(C)cc(C)n3n2)cc1OC,2,3,-7,4,/,-10,-2,-8
CCc1c(C)nc(SCC(=O)N2CCN(c3ccccc3)CC2)[nH]c1=O,6,2,-1,-11,/,/,2,-7
Cc1cccc(N2CCN(C(=O)c3cc(C)oc3C)CC2C)c1 (centres undefined),5,/,/,-19,/,6,-1,/
COc1ccc(NC(=O)N2CCCC2)cc1OC,/,-6,0,/,/,-5,/,-3
COc1cccc(NC(=O)N(C)C[C@H]2Oc3cc(-c4cccc(C(=O)N(C)C)c4)ccc3S(=O)(=O)N([C@@H](C)CO)C[C@@H]2C)c1,1,6,-4,1,3.4,-2,2,2
Cc1nc(N2CCN(C(=O)c3ccco3)CC2)c2c3c(sc2n1)CCC3,/,-1,5,/,/,17,/,-1
Cc1cc(Cl)ccc1N=C1N=C(N)c2ccccc21,2,1,/,2,0.1,-4,-2,/
C[C@@H]1CN([C@@H](C)CO)C(=O)c2cccc(NC(=O)Nc3ccc4c(c3)OCO4)c2O[C@@H]1CN(C)C(=O)Nc1ccc(F)cc1,/,-6,9,/,-0.5,-1,/,0
O=C(c1cncc(Br)c1)N1CCN(c2ccc(N3CCOCC3)nn2)CC1,4,-3,13,-10,-0.1,-4,0,0
Cn1c(-c2nonc2N)nc2ccccc21,4,13,-2,-6,/,0,1,-2
Cc1cc(C)c2c(N)c(C(=O)NN3CC(=O)N(c4ccccc4)CC3=O)sc2n1,-1,/,/,-9,/,0,3,/
CCOc1ccc(C(C(=O)NC2CCCCC2)N(CCOC)C(=O)c2snc(C(N)=O)c2N)cc1 (centres undefined),-7,-2,1,-9,/,-2,2,-6
COc1ccc([C@H]2CC(=O)C=C(c3ccc4c5c(cccc35)CC4)C2)cc1,-1,-11,5,-4,1.5,/,-1,4
CCOC(=O)C1CCN(CC(=O)Nc2ccc(OC)c(Cl)c2)CC1,5,2,3,-10,/,-6,0,-1
O=C(Nc1cccc(-c2cccc(Cl)c2)c1)C1CCN(CC2CCOC2)CC1 (centres undefined),-5,-10,-10,-46,-0.5,1,-9,8
COc1cc(C(=O)Nc2cccc(NC(=O)c3ccccc3)c2)cc(OC)c1OC,1,6,0,-7,0.0,0,2,3
CC1CCCN(Cc2c(O)ccc3c(=O)c(-c4nc5ccccc5s4)c(N)oc23)C1 (centres undefined),/,-7,6,/,/,14,/,-1
COc1ccc(NC(=O)CSc2ccc(-c3ccco3)nn2)c(OC)c1,1,2,10,-2,/,24,10,2
c1ccc(-c2cnnc(N3CCOCC3)n2)cc1,/,22,10,/,/,-3,/,1
O=C(NC1Cc2ccccc2C1)[C@@H]1[C@@H](CO)[C@@H]2Cn3c(cccc3=O)[C@@H]2N1C(=O)c1cnccn1,7,0,-9,-13,0.3,0,-2,0
Cc1ccc(S(=O)(=O)N[C@@H]2CC[C@@H](CCNC(=O)C3CC3)O[C@H]2CO)cc1,-1,1,5,2,-0.3,6,0,-2
COc1ccc(OC)c(CN2C(=O)CN(S(C)(=O)=O)CC2(C)C(=O)NC(C)C)c1 (centres undefined),3,/,/,-9,0.0,/,1,/
C=CCNC(=O)[C@@H]1[C@H]2C(=O)O[C@H](c3ccccc3)[C@H](c3ccccc3)N2[C@H](c2ccccc2OCCO)[C@@]12C(=O)N(C(=O)OCCOC)c1ccc(C#Cc3ccc(OC)cc3)cc12,3,/,8,-4,/,5,-1,3
CCCCOC(=O)NC(NCC(O)c1ccccc1)(C(F)(F)F)C(F)(F)F (centres undefined),/,8,9,/,/,-51,/,-6

# The closing 6 compounds of the part before are carried over, then new ones follow.
SMILES,ERp5 inh,esBAF inh,RAD54 inh,RAD52 anneal inh,E-selectin induc,ARNT TACC3 PPI,CASP6 VEID inh,PglD inh
c1ccc(-c2cnnc(N3CCOCC3)n2)cc1,/,22,10,/,/,-3,/,1
O=C(NC1Cc2ccccc2C1)[C@@H]1[C@@H](CO)[C@@H]2Cn3c(cccc3=O)[C@@H]2N1C(=O)c1cnccn1,7,0,-9,-13,0.3,0,-2,0
Cc1ccc(S(=O)(=O)N[C@@H]2CC[C@@H](CCNC(=O)C3CC3)O[C@H]2CO)cc1,-1,1,5,2,-0.3,6,0,-2
COc1ccc(OC)c(CN2C(=O)CN(S(C)(=O)=O)CC2(C)C(=O)NC(C)C)c1 (centres undefined),3,/,/,-9,0.0,/,1,/
C=CCNC(=O)[C@@H]1[C@H]2C(=O)O[C@H](c3ccccc3)[C@H](c3ccccc3)N2[C@H](c2ccccc2OCCO)[C@@]12C(=O)N(C(=O)OCCOC)c1ccc(C#Cc3ccc(OC)cc3)cc12,3,/,8,-4,/,5,-1,3
CCCCOC(=O)NC(NCC(O)c1ccccc1)(C(F)(F)F)C(F)(F)F (centres undefined),/,8,9,/,/,-51,/,-6
Cc1ccc(C(=O)Nc2cccc(-c3nc4ncccc4o3)c2)cc1,2,/,/,-15,0.8,-5,-2,/
COc1cccc(S(=O)(=O)Nc2ccc3c(c2)C(=O)N(C)C[C@@H](OC)[C@@H](C)CN[C@H](C)CO3)c1,4,-5,-2,-14,0.1,-7,1,0
C[C@H](NC(=O)[C@@H]1[C@@H](CO)[C@@H]2Cn3c(ccc(-c4ccncc4)c3=O)[C@H]1N2C)c1ccccc1,-3,3,-8,2,-0.3,0,-1,-4
CCc1c(C)sc(NC(=O)c2cc(-c3ccc(O)cc3)on2)c1C#N,-7,-2,-1,-11,0.7,-24,-1,12
C/C=C/c1ccc2c(c1)O[C@@H](CN(C)Cc1ccncc1)[C@H](C)CN([C@@H](C)CO)S2(=O)=O,9,0,3,-4,-0.1,-9,-2,-5
O=C(O)CCn1c(Cc2ccccc2)nc2ccccc21,-1,-1,-20,-3,/,-41,-1,2
CCOc1ccccc1NC(=O)COC(=O)CC(C)(C)CC1=NS(=O)(=O)c2ccccc2N1,-1,7,9,-6,/,0,-1,-6
C[C@@H]1CN([C@@H](C)CO)C(=O)c2cc(NC(=O)CCN3CCOCC3)ccc2O[C@H]1CN(C)S(=O)(=O)c1ccc(Cl)cc1,-2,-7,9,5,0.4,-1,1,-1
CC(=O)NNC(=O)CCn1nnc(-c2ccc(Cl)cc2)n1,-30,4,-2,-12,2.3,-5,-1,8
O=C(Cc1ccccn1)NCC[C@@H]1CC[C@H](NC(=O)Nc2ccccc2)[C@H](CO)O1,4,2,7,-4,0.4,16,-3,-1
CCOC(=O)C1CCN(C(=S)Nc2ccc(C)cc2)CC1,-3,/,/,-4,/,-9,-4,/
Cc1ccc(S(=O)(=O)N2[C@@H](c3ccccc3F)C(C(=O)O)=CC[C@H]2c2cccc(C)c2)cc1,/,-1,-12,/,0.0,-3,/,5

# The order is random. About 3.2% of those tested had a hit in this group.
